Screening results: PubChem, Broad Institute
LGR2 antag: inhibitors of bursicon-induced LGR2 CRE-luciferase signal, primary screen, cell-based, HEK293, CRE-luciferase reporter, bursicon stimulation; bursicon-stimulated, 4 h; AID 720647, 2013; Drosophila bursicon receptor LGR2 (rickets); hit rate 0.35% among 380,000; inhibition, % at 9.99 µM;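 active means drop in luminescence signal, shown as inhibition above about 50% in the replicate tests, limit read from the data, passing the limit was not always enough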;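 further: agonist challenge used bursicon conditioned medium at about half maximal strength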
Casp6 inh: human caspase-6 inhibitors, primary screen, biochemical, VEID-R110 fluorescence, single point, set 2; purified caspase-6, Z-VEID-R110 cleavage fluorescence; AID 686996, 2013; hit rate 0.53% among 350,000; inhibition, % at 12.5 µM; P55212;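 active means mean inhibition across replicates at least about 35%, with every replicate also reaching that limit, limit read from the data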;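 further: 0% = median of neutral control wells and 100% = no fluorescence left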
Target sequence (P55212 24-179 limits assumed): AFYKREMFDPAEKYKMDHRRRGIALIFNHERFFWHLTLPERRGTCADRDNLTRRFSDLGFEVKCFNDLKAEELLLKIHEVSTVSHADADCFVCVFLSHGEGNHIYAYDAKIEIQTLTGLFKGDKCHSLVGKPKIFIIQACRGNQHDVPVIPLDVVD
Target sequence (P55212 194-293 limits assumed): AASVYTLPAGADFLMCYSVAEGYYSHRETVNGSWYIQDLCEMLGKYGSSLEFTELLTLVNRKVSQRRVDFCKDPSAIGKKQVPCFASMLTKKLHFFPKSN
PGC1a acetyl inh: inhibitors of PGC1a acetylation signal, primary screen, cell-based, U2OS, AlphaScreen, inhibitor mode | AlphaScreen anti-acetyl-lysine; with virally co-expressed GCN5 acetyltransferase | inhibition, % at 15.6 µM | hit rate 0.17% among 350,000 | AID 651687, 2012;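 active means every replicate shows inhibition of at least 40%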;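 further: 0% = neutral control wells and 100% = positive control wells; some results beyond the cut were filed as inactive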
miR-122 sensor: miR-122 Renilla sensor signal increase in Huh7, primary screen, miR-122 inhibitor project, cell-based, single point, plate reader | activation (reporter increase), % at 12.5 µM | Huh7 miR-122 Renilla luciferase sensor, 48 h; neutral wells = 0, positive control = 100 | hit rate 0.3% among 340,000;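 active means mean replicate activation score at least 90 and every replicate individually at or above 90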;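 further: higher luciferase means less miR-122 activity so hits act as miR-122 inhibitors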
EWS-Fli inh: EWS/Fli-driven NR0B1 reporter inhibitors, primary screen, A673 cells, NR0B1 luciferase, luminescence, MLPCN library; inhibition, % at 12.6 µM; AID 651661, 2012; hit rate 0.67% among 350,000; viability-normalised;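 active means mean inhibition of at least 50% after viability correction, with every replicate also passing that limit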;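 further: firefly luciferase signal divided by Alamar Blue viability fluorescence both relative to DMSO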
PAX8 inh HTS: inhibitors of PAX8-driven TPO luciferase reporter, primary screen, RMG-I cells, single concentration. SteadyGlo, 24 h. inhibition, % at 12.6 µM. hit rate 1.2% among 360,000;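 active means mean replicate inhibition at least 60% with every replicate also reaching 60%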;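 further: luciferase light reporting Pax8 driven TPO promoter activity; plate controls were median of neutral control wells for no effect and mitoxantrone controls for full effect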
Cneo AK release: Cryptococcus neoformans cell lysis inducers, primary screen, AK release luminescence, single concentration | AID 651654, 2012 | hit rate 0.2% among 360,000 | lysis activity, % at 15 µM | C. neoformans lysis, adenylate kinase release luminescence, 4 h; normalised: neutral wells 0, clomiphene wells 100;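 active means mean lysis activity across replicates of at least 80%, whatever share of replicates individually reach that level; inactive means mean lysis activity below 80%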
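Schedule: static 4 h at 37 °C with compound, 1 h detection; system: C. neoformans cells; benchmarks: Clomiphene as positive control; buffer or medium: fresh YPD medium; measure: luminescence rise reflecting yeast cell lysis; measured by: luminescent adenylate kinase detection reagent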
FN deposition inh: inhibitors of fibronectin matrix deposition, primary screen, AH1F cells, Alexa488-fibronectin fluorescence, plate reader | AH1F fibroblasts, overnight | inhibition, % at 12.6 µM | hit rate 0.086% among 350,000;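 active means mean inhibition across replicates of 30% or more, regardless of how many single replicates reach that level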;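 further: positive control wells lacked labelled fibronectin entirely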
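Schedule: 1 h cell adhesion before compound, then overnight fibronectin incubation; test system: AH1F fibroblast monolayer depositing Alexa488-labelled fibronectin into matrix; quantity: 10000 AH1F cells per well; probe or stimulus: fluorescent fibronectin at 24 nM final; signal: fluorescence, ex 485 nm, em 525 nm; evaluation: percent inhibition as loss of matrix-bound fibronectin fluorescence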
* = called active by the depositor; [ ] = another dose, or the depositor's remark.

`COc1ccc(NC(=O)c2cc(OC)c(OC)c(OC)c2)cc1S(=O)(=O)N1CCCCC1` gave LGR2 antag -5, Casp6 inh 1, miR-122 sensor -1, EWS-Fli inh 7, PAX8 inh HTS 18 and Cneo AK release -1.
Screening O=C(NCC(O)CN1CCOCC1)c1ccc([N+](=O)[O-])cc1 (configuration not stated) returned LGR2 antag -6, Casp6 inh -2, EWS-Fli inh 5, PAX8 inh HTS 26 and FN deposition inh 7.
For COC(OC)c1ccnc(-c2ccc(OC(=O)c3cccs3)cc2)n1 the results were LGR2 antag -74, Casp6 inh 1, EWS-Fli inh -5, PAX8 inh HTS 16, Cneo AK release -2 and FN deposition inh 2.
O=C(O)CSC1CC(=O)N(c2ccc(F)cc2)C1=O (configuration not stated) was read as LGR2 antag 16, Casp6 inh -1, PGC1a acetyl inh -6, miR-122 sensor 5, EWS-Fli inh -10, PAX8 inh HTS 11, Cneo AK release 0 and FN deposition inh 5.
For O=C(Nc1ccc(F)cc1)N1CC(=O)N2[C@H](CO)[C@@H](c3ccc(Br)cc3)[C@H]2C1 the results were LGR2 antag -6, Casp6 inh 0, PGC1a acetyl inh -2, EWS-Fli inh -9 and PAX8 inh HTS -9.
`O=C(NCCNC(=O)c1ccccn1)c1ccc(Cl)cc1` gave LGR2 antag 0, Casp6 inh 1, PGC1a acetyl inh 7, miR-122 sensor 2, EWS-Fli inh 0, PAX8 inh HTS 8, Cneo AK release 1 and FN deposition inh 5.
CCCN1C[C@@H](C)[C@@H](OC)CN(C)C(=O)c2ccc(NC(=O)c3ccccc3F)cc2OC[C@@H]1C was read as LGR2 antag 4, PGC1a acetyl inh -1, EWS-Fli inh -3, PAX8 inh HTS -26, Cneo AK release -2 and FN deposition inh -13.
Screening C[C@H]1CN([C@@H](C)CO)C(=O)c2cc(NC(=O)CCCN(C)C)ccc2O[C@@H]1CN(C)Cc1ccncc1 returned LGR2 antag -8, Casp6 inh -3, PGC1a acetyl inh -6, miR-122 sensor -1[16.7 µM], EWS-Fli inh 2, PAX8 inh HTS -9, Cneo AK release 0 and FN deposition inh -18.
`O=C(NCC[C@@H]1CC[C@@H](NC(=O)c2ccncc2)[C@@H](CO)O1)Nc1ccc(Cl)cc1` gave LGR2 antag -12, Casp6 inh -3, PGC1a acetyl inh -1, EWS-Fli inh -52, PAX8 inh HTS -73, Cneo AK release -2 and FN deposition inh -4.
`CCn1c(=S)[nH]c2cc(Cl)ccc21` gave Casp6 inh -5, PGC1a acetyl inh -3, EWS-Fli inh 12, PAX8 inh HTS -1 and FN deposition inh -3.

Structures shown so far that contain a Cl atom:
`O=C(NCCNC(=O)c1ccccn1)c1ccc(Cl)cc1` gave LGR2 antag 0, Casp6 inh 1, PGC1a acetyl inh 7, miR-122 sensor 2, EWS-Fli inh 0, PAX8 inh HTS 8, Cneo AK release 1 and FN deposition inh 5.
`O=C(NCC[C@@H]1CC[C@@H](NC(=O)c2ccncc2)[C@@H](CO)O1)Nc1ccc(Cl)cc1` gave LGR2 antag -12, Casp6 inh -3, PGC1a acetyl inh -1, EWS-Fli inh -52, PAX8 inh HTS -73, Cneo AK release -2 and FN deposition inh -4.
`CCn1c(=S)[nH]c2cc(Cl)ccc21` gave Casp6 inh -5, PGC1a acetyl inh -3, EWS-Fli inh 12, PAX8 inh HTS -1 and FN deposition inh -3.

Additional structures follow:
For Cc1cc(NC(=O)COC(=O)C2CC(=O)N(c3ccc(Br)cc3)C2)no1 (configuration not stated) the results were LGR2 antag -2, Casp6 inh 6, EWS-Fli inh 7, PAX8 inh HTS -7, Cneo AK release 1 and FN deposition inh -2.
Screening CCN(CC)CCCn1c2c(c(SCC(=O)Nc3ccc4c(c3)OCO4)nc1=O)CCC2 returned LGR2 antag -7, Casp6 inh -5, miR-122 sensor 1, EWS-Fli inh -7, PAX8 inh HTS 11 and Cneo AK release 1.
CCOc1ccc2nc(SCC(=O)NCc3ccccc3)[nH]c2c1 was read as LGR2 antag 14, Casp6 inh 0, PGC1a acetyl inh 31, miR-122 sensor 0, EWS-Fli inh 11, PAX8 inh HTS -18, Cneo AK release -1 and FN deposition inh -3.
For CN(Cc1ccccc1)C1CCCN(C(=O)c2ccc(Cl)s2)C1 (configuration not stated) the results were LGR2 antag 3, Casp6 inh -1, EWS-Fli inh 5, PAX8 inh HTS 0, Cneo AK release -2 and FN deposition inh -6.
`CC(C)C#Cc1ccc([C@@H]2[C@H](C#N)N(C(=O)CN(C)C)[C@H]2CO)cc1` gave LGR2 antag -10, Casp6 inh -4, PGC1a acetyl inh 7, EWS-Fli inh 4, PAX8 inh HTS -3, Cneo AK release -3 and FN deposition inh -14.
For CCN(CC)C(=O)[C@H]1C[C@H](CC(=O)NCCC2=CCCCC2)C(=O)N2CCc3c([nH]c4cc(CCC(=O)N(C)C)ccc34)[C@]12C the results were LGR2 antag 14, Casp6 inh 2, PGC1a acetyl inh 2, miR-122 sensor -6, EWS-Fli inh 3, PAX8 inh HTS 7, Cneo AK release -2 and FN deposition inh -4.
Screening CCNC(=O)[C@@H]1[C@@H](CO)[C@@H]2Cn3c(ccc(/C=C/c4ccccc4)c3=O)[C@@H]2N1C(C)=O returned LGR2 antag 7, Casp6 inh -2, PGC1a acetyl inh -2, miR-122 sensor 4[16.7 µM], EWS-Fli inh 0, PAX8 inh HTS 0 and Cneo AK release 1.
C[C@@H]1CN([C@H](C)CO)S(=O)(=O)c2ccc(C3=CCCC3)cc2O[C@@H]1CN(C)CC1CC1 was read as LGR2 antag -6, Casp6 inh -7, PGC1a acetyl inh -9, miR-122 sensor 16[16.7 µM], EWS-Fli inh 3 and Cneo AK release 8.
`Cc1ccc(C(=O)Nc2cccc(NC(=O)c3ccc(C)c([N+](=O)[O-])c3)n2)cc1[N+](=O)[O-]` gave LGR2 antag -7, Casp6 inh 2, EWS-Fli inh -15, PAX8 inh HTS 18, Cneo AK release 1 and FN deposition inh -1.
C[C@H]1CN([C@@H](C)CO)C(=O)Cc2cc(NC(=O)Cn3cnnn3)ccc2O[C@@H]1CN(C)Cc1ccc2c(c1)OCO2 was read as LGR2 antag 11, Casp6 inh 0, PGC1a acetyl inh 2, miR-122 sensor -6[16.7 µM], EWS-Fli inh 3, PAX8 inh HTS -1 and Cneo AK release 1.
`C[C@H]1CN([C@@H](C)CO)C(=O)c2cc(NC(=O)Nc3ccc4c(c3)OCO4)ccc2O[C@H]1CN(C)C(=O)Nc1cccc2ccccc12` gave LGR2 antag 2, Casp6 inh -2, PGC1a acetyl inh -6, miR-122 sensor 2[16.7 µM], EWS-Fli inh -2 and Cneo AK release -2.
`O=C(O)C1CSC(c2ccc(O)c([N+](=O)[O-])c2)N1` (configuration not stated) gave LGR2 antag -3, Casp6 inh -2, PGC1a acetyl inh 0, EWS-Fli inh 3, PAX8 inh HTS -6 and FN deposition inh 3.
`Cc1ccc(CSC2=NCCN2S(=O)(=O)c2ccc(F)cc2)cc1` gave LGR2 antag -9, Casp6 inh 3, PGC1a acetyl inh -13, miR-122 sensor -1, PAX8 inh HTS -10, Cneo AK release -13 and FN deposition inh -4.
`COP(=O)(OC)c1nc(-c2ccc([N+](=O)[O-])cc2)oc1N1CCCCC1` gave LGR2 antag 9, Casp6 inh 2, PGC1a acetyl inh 4, miR-122 sensor -12, EWS-Fli inh -11, PAX8 inh HTS 3, Cneo AK release -2 and FN deposition inh -6.
Screening COc1ccccc1N1CC=C(c2cccc([N+](=O)[O-])c2)NC1=O returned LGR2 antag -11, Casp6 inh -2, EWS-Fli inh -7, PAX8 inh HTS -9 and FN deposition inh 5.
COc1ccccc1CNC(=O)CCS(=O)(=O)c1cccs1 was read as PGC1a acetyl inh -12, miR-122 sensor -2, Cneo AK release 4 and FN deposition inh 5.
Screening CCOc1ccc(CN2CCN(Cc3cccn3-c3cccnc3)CC2CCO)cc1 (configuration not stated) returned LGR2 antag -3, Casp6 inh -6, EWS-Fli inh 14, PAX8 inh HTS 3 and FN deposition inh -17.
Cc1nn(C)c(C)c1/C=C/C(=O)c1cccs1 was read as PGC1a acetyl inh 10, miR-122 sensor -5, PAX8 inh HTS -84, Cneo AK release -2 and FN deposition inh -3.
For Cc1noc(C)c1C(=O)N1CCC1(C)C(=O)NS(=O)(=O)c1ccc(C#N)cc1 (configuration not stated) the results were LGR2 antag -4, Casp6 inh 1, PGC1a acetyl inh 7, miR-122 sensor -7, EWS-Fli inh 9, PAX8 inh HTS 0 and Cneo AK release -1.
For CC1CN(C(=O)c2cc3c(=O)n4ccccc4nc3s2)CC(C)O1 (configuration not stated) the results were LGR2 antag -16, PGC1a acetyl inh -6, miR-122 sensor -14, Cneo AK release 2 and FN deposition inh -7.
`O=C(NCCCN1CCCC1=O)c1cccc(S(=O)(=O)Nc2ccccc2Cl)c1` gave LGR2 antag 0, Casp6 inh 1, PGC1a acetyl inh 7, miR-122 sensor 2, EWS-Fli inh -9, PAX8 inh HTS 11, Cneo AK release 0 and FN deposition inh 1.
Screening C#CC(C)(CC)NC(=O)c1cc2cccc(CC=C)c2oc1=O (configuration not stated) returned Casp6 inh -2, PGC1a acetyl inh 2, miR-122 sensor -2, EWS-Fli inh -8, PAX8 inh HTS 7, Cneo AK release 1 and FN deposition inh -8.
For CC(C)CNc1nc(=S)nc(N(C)C)[nH]1 the results were LGR2 antag -13, Casp6 inh -1, miR-122 sensor -21, EWS-Fli inh -9 and Cneo AK release -1.
`Cc1ccc2nc(-c3ccccc3)cc(C(=O)N3CCN(S(=O)(=O)c4c(C)noc4C)CC3)c2c1` gave LGR2 antag -39, Casp6 inh 2, PGC1a acetyl inh 8, miR-122 sensor -8, EWS-Fli inh -8, PAX8 inh HTS -4, Cneo AK release -3 and FN deposition inh 4.
`COc1ccc(CC(=O)Nc2ccc(S(=O)(=O)N3CCN(C)CC3)cc2)cc1` gave LGR2 antag 2, Casp6 inh 0, PGC1a acetyl inh -4, miR-122 sensor 4, EWS-Fli inh 11, PAX8 inh HTS 5, Cneo AK release 0 and FN deposition inh 2.
Screening Cc1ccccc1OCCN1C(=O)c2ccccc2C1=O returned LGR2 antag -3, PGC1a acetyl inh 5, EWS-Fli inh -66 and Cneo AK release -1.
`CCn1cc(S(=O)(=O)N2CCN(Cc3ccc(F)cc3)CC2)cn1` gave LGR2 antag -2, EWS-Fli inh -9, PAX8 inh HTS 8 and FN deposition inh -3.

Reprinted at random: two records from the list
Screening Cc1ccccc1OCCN1C(=O)c2ccccc2C1=O returned LGR2 antag -3, PGC1a acetyl inh 5, EWS-Fli inh -66 and Cneo AK release -1.
`COc1ccc(CC(=O)Nc2ccc(S(=O)(=O)N3CCN(C)CC3)cc2)cc1` gave LGR2 antag 2, Casp6 inh 0, PGC1a acetyl inh -4, miR-122 sensor 4, EWS-Fli inh 11, PAX8 inh HTS 5, Cneo AK release 0 and FN deposition inh 2.
